KDM5B inhibitor: KDM5B demethylase inhibition. Q9UGL1. KDM5B demethylase, FDH-coupled NADH fluorescence (FDH is formaldehyde dehydrogenase). Potency, µM (titrated, usually from 57.7 µM), for the others: top-dose activity change, negative = inhibition, actives largely listed as inhibitors. actives 2.6% (n = 220,000). AID 1347165; active = well fitted inhibition curve with a large enough effect; inconclusive = small, poorly fitted or top-dose-only effect; inactive = no such curve, though single readings can be large or run the other way; also: 0% is about no effect; nearly all actives have a fitted effect of over 70% in size
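Compound dilutions met 200 nM (final) KDM5BΔAP for 10 min at room temperature before substrate addition. The substrate mix held 12.5 µM H3K4me3 with cofactors 25 µM α-ketoglutarate and 50 µM Fe²⁺. NADH signal gain over 30 min defined activity.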
* = called active by the depositor; i = inactive; ? = inconclusive; [ ] = remark or other dose. Potency is read from the fitted curve at half-maximal effect.

SMILES	KDM5B inhibitor
O=C(NCCCc1ccccc1)c1cc2n(n1)CC(c1ccc3c(c1)OCO3)OC2 (configuration not stated)	-33%
COc1ccc(CNC(=O)c2sc(=S)n(-c3ccccc3)c2N)cc1	?
COCCNC(=O)CCc1cc2cc(OC)ccc2[nH]c1=O	32µM*
O=C(Nc1ccccc1)c1nc2c(o1)CCN(Cc1cccs1)CC2	?
O=S(=O)(Nc1ccc(Cl)cc1)c1cccc(S(=O)(=O)c2ccc(Cl)c(Cl)c2)c1	-18%
O=C(c1ccco1)N1CCCCC1c1nc(C2CC2)n[nH]1 (configuration not stated)	3%
CCN(c1ccc(-c2csc(C)n2)cc1)S(C)(=O)=O	21%
O=C1Nc2ccccc2CC12CN(Cc1c[nH]c3ccccc13)C2	1%[149 µM]
CCOc1cc2c(cc1CNC(=O)c1cc(S(N)(=O)=O)ccc1Br)OC(C)C2 (configuration not stated)	9%
Cc1cccc(C)c1NC(=O)Cn1nc(-c2cccs2)ccc1=O	?
CC(=O)Nc1ccc2nc(NC(=O)CS(=O)(=O)c3ccc(C)cc3)sc2c1	-21%
N#C/C(=C/c1cccc(O)c1)C(=O)Nc1ccc(N2CCOCC2)cc1	-19%
COc1cccc(N2CC(NC(=O)c3ccc4c(c3)OCO4)CC2=O)c1 (configuration not stated)	?
Cc1cccn2c(=O)c3cc(C(=O)NC(C)C)n(C)c3nc12	?
CCCCCCCOc1ccc(C2C3=C(CC(C)(C)CC3=O)OC3=C2C(=O)CC(C)(C)C3)cc1	-6%
CC(C)(C)c1ccc(NC(=O)CSc2nnc3scc(-c4ccccc4)n23)cc1	-22%
CCOC(=O)C1=C(C)NC(C)=C(C(=O)OCC)C1c1ccco1	-27%
Cc1ccc(C(=O)N2CCCC(n3cc(-c4nc(C(C)C)no4)nn3)C2)s1 (configuration not stated)	22%
Cc1ccc2nc(N3CCN(C=O)CC3)nc(-c3ccccc3)c2c1	?
O=C(NC1CCCCC1)C1CN(S(=O)(=O)c2cc(F)ccc2F)CC12CCOCC2 (configuration not stated)	15%
O=C(CNC(=O)c1cnccn1)NC1CCCc2c1[nH]c1c(Cl)cccc21 (configuration not stated)	-17%
CCC(C(=O)NCCC(C)C)N(C(=O)Cn1nnc(-c2ccc(C)cc2)n1)c1cccc(O)c1 (configuration not stated)	-4%
CCOc1ccc(S(=O)(=O)N2CCN(C3(CC)CCN(S(C)(=O)=O)C3)CC2)cc1 (configuration not stated)	10%
O=C1CC2CCCC(C1)N2C(=O)c1ccc(Cl)cc1	-4%[86.2 µM]
COc1cccc(CNC(=O)Cn2ccc3cc(S(=O)(=O)N4CCC(C)CC4)ccc32)c1	-23%

Entries listed above shown as hits in KDM5B inhibitor:
SMILES	KDM5B inhibitor
COCCNC(=O)CCc1cc2cc(OC)ccc2[nH]c1=O	32µM*

(listing goes on)
SMILES	KDM5B inhibitor
COC(=O)Cc1c(C)c2ccc(OCc3nn[nH]n3)cc2oc1=O	?
COc1ccccc1C(CC(=O)NCC(C)C)c1cn(C)c2ccccc12 (configuration not stated)	?
N#C/C(=C/c1ccc(OC(F)F)cc1)C(N)=S	?
CCOC(=O)c1ccccc1NC(=O)N(C(C)C)C1CCN(C(C)=O)CC1	?
O=C(NCc1ccncc1)c1cn(C2CNC2)nn1	-14%
c1ccc(-c2nn3c(-c4ccc5ccccc5n4)nnc3s2)cc1	-7%
CN(C)S(=O)(=O)c1ccc(C(=O)N(Cc2cccnc2)c2nc3c(F)cc(F)cc3s2)cc1	0%
CCc1ccc(NC(=O)C2CCN(S(=O)(=O)c3cccc(-c4noc(C)n4)c3)CC2)cc1	-11%
CNC(=O)c1ccc(-c2cc(C(F)(F)F)nn2C)s1	?
Cc1ccc(S(=O)(=O)CCN2CCN(c3ccccn3)CC2)cc1	15%
Cc1ccc(C(NC(=O)c2ccncc2)c2ccccc2)cc1C (configuration not stated)	-2%
COCCc1nncn1C1CCN(C(=O)c2cccc(Br)c2)CC1	7%
Cc1ccc(S(=O)(=O)N2CCN(C3CCN(CCC(C)C)C3=O)CC2)cc1Cl (configuration not stated)	11%
CCCc1cc(=O)oc2cc(OS(=O)(=O)c3ccc(F)cc3Cl)ccc12	-15%
Cc1ccc(-n2nc3c(N4CCCC(C(=O)NCCc5ccccc5)C4)nnc(C)c3c2C)cc1 (configuration not stated)	?
COc1cc(OC)cc(C(=O)N2CCCC3(C2)NC(=O)N(Cc2ccc(C)cc2)C3=O)c1 (configuration not stated)	-14%
CNC(=O)c1cccc(NC(=O)CC2(C(=O)O)CCCCC2)c1	-24%
CC(C)C(NC(=O)c1cccc(S(=O)(=O)N(C)C)c1)c1ccc2c(c1)OCCO2 (configuration not stated)	-15%
Cc1cccc(C)c1N1CC(O)=C(c2nc3ccccc3[nH]2)C1=N	7%
CCN(CC)C(=S)SCCOc1cccc(C)c1	19%
CCOC(=O)c1ccc(NC(=O)C(=O)NCCc2ccc(OC)cc2)cc1	19%[11.5 µM]
CCN(CC)Cc1ccccc1CNC(=O)C12CC3CC(CC(NC(C)=O)(C3)C1)C2	14%
COc1ccc(NC(=O)CSc2nc(=O)n(Cc3ccco3)c3c2CCC3)cc1	0%
COc1ccc(CCC(=O)N2CCC(Cc3nc(-c4ccc(OC)cc4)no3)CC2)cc1	1%
COc1ccccc1C1NC(=O)c2n[nH]c(-c3cccs3)c21 (configuration not stated)	6%

Sorted by length of the SMILES (ascending): some entries from above
SMILES	KDM5B inhibitor
COc1ccccc1C1NC(=O)c2n[nH]c(-c3cccs3)c21 (configuration not stated)	6%
COc1ccccc1C(CC(=O)NCC(C)C)c1cn(C)c2ccccc12 (configuration not stated)	?
CCOC(=O)c1ccccc1NC(=O)N(C(C)C)C1CCN(C(C)=O)CC1	?
COc1ccc(CCC(=O)N2CCC(Cc3nc(-c4ccc(OC)cc4)no3)CC2)cc1	1%
CCc1ccc(NC(=O)C2CCN(S(=O)(=O)c3cccc(-c4noc(C)n4)c3)CC2)cc1	-11%

Following part.
SMILES	KDM5B inhibitor
CN(CC(=O)NC(N)=O)c1ccc(C(C)(C)C)cc1	-15%
Cn1nccc1CN1CCCC(c2nn(-c3ccc(Cl)cc3)c(=O)[nH]2)C1 (configuration not stated)	-30%
Cc1ccc(CNC(=O)c2nnn3cc(-c4ccc(F)cc4)[nH]c(=O)c23)cc1	?
Cc1ccc(C(=O)O)cc1S(=O)(=O)NCCCN1CCOCC1	10%
CC(=O)Oc1cccc(C(=O)Nc2ccc(-c3nc4ccccc4o3)cc2)c1	?
Cc1cc(S(=O)(=O)Nc2c(C)nn(C)c2C)c(Cl)cc1Cl	17%
COc1cccc(OCc2nc(C(=O)N(C)Cc3cccnc3)co2)c1	34%
CNC(=O)CC1CCOC2(CCN(C(=O)Cn3nc(C(F)(F)F)cc3C)CC2)C1 (configuration not stated)	-3%
CCOc1ccc(NC(=O)c2cnc(N3CCCCC3)c3ccccc23)cc1	?
Cc1cc(C)cc(OC(C)CCN2CCC(C(O)(c3ccccc3)c3ccccc3)CC2)c1 (configuration not stated)	-4%
COCC(=O)N1CCN(Cc2nnc(C)o2)CC1	6%
Cn1c(=O)[nH]c(=O)c2c1ncn2CC(=O)NCc1ccco1	10%
O=C(O)c1ccc(NC(=O)c2ccc(COc3ccccc3)o2)cc1	22%
CCOC(=O)C1CCN(C(=O)COC(=O)c2cn(-c3ccccc3)nc2-c2ccc(Cl)cc2)CC1	-24%
CCOc1ccc(C2NC(=O)NC(C)=C2C(=O)Nc2cccc(C(F)(F)F)c2)cc1OC (configuration not stated)	19%
COC(=O)c1cn([C@H]2CO[C@H]3[C@@H]2OC[C@@H]3NC(=O)c2ccc(N(C)C)cc2)nn1	-25%[86.2 µM]
COc1ccc(S(=O)(=O)N2CCOC2CNC(=O)C(=O)NCCCc2ccccc2)cc1 (configuration not stated)	10%
c1coc(-c2ccnc3ncnn23)c1	28µM*
O=C(O)c1ccc(Nc2cccc(F)c2)c([N+](=O)[O-])c1	25%
O=C(CN1CCN(C(=O)CCc2ncc(-c3ccccc3Cl)o2)CC1)Nc1cccc(F)c1	6%
O=C(c1ccc2c(c1)CCN2S(=O)(=O)c1ccccc1)N1CCN(c2ccc(F)cc2)CC1	-9%
COCCCNC(=O)CSc1nc2ccccc2c(=O)n1CCc1ccc(S(N)(=O)=O)cc1	10%
Nc1ncccc1CN1CCC2(CC1)CC(c1ccccc1)C(=O)N(C1CC1)C2 (configuration not stated)	-5%
COc1ccccc1Cc1nc2ccccc2[nH]c1=O	-9%
Cc1ccc(NC(=O)c2ccoc2)cc1I	-8%

Quoted from the listing (2 entries):
SMILES	KDM5B inhibitor
Cc1cc(S(=O)(=O)Nc2c(C)nn(C)c2C)c(Cl)cc1Cl	17%
COc1cccc(OCc2nc(C(=O)N(C)Cc3cccnc3)co2)c1	34%

(continued)
SMILES	KDM5B inhibitor
CCc1ccccc1NS(=O)(=O)c1ccc(C(F)(F)F)cc1	-5%
Oc1ccc2ccccc2c1C=NCc1ccccc1	19%
COc1ccc(CCC(=O)NCc2nnc3c(-c4nc(C5CC5)no4)cccn23)cc1	-34%
CCCN(CCC)C(=O)Cn1nnc2sc(-c3ccccc3)cc2c1=O	?
O=C([C@H]1C[C@H](Oc2cccnc2)CN1S(=O)(=O)c1ccc(F)cc1)N1CCOCC1	-1%
Cn1nccc1CN1CCCC2(CN[S+](=O)([O-])c3ccccc3N2)C1 (configuration not stated)	-9%
Cc1cc(NC(=O)COc2ccc(F)cc2F)n(C)n1	14%
Cc1c(-c2ccccc2)[nH]c2c(CNC(=O)C3=NN(C)C(=O)CC3)cc(Cl)cc12	28%
O=C(NCc1ccccc1)c1cccc(N2CCCS2(=O)=O)c1	-3%
COc1ccccc1N1CCN([C@H]2[C@@H]3OC[C@@H](O3)[C@@H](NCc3ccco3)[C@@H]2O)CC1	3%[86.2 µM]
CN1C(=O)C(c2ccccc2)CC12CCN(C(=O)Cc1ccccc1)CC2 (configuration not stated)	2%
CC(=O)N1CC2(CCN(Cc3ncccn3)CC2)CC1C(=O)O (configuration not stated)	23%
CCCc1noc(-c2nc(-c3ccc4c(c3)OCO4)no2)n1	25µM*
CN(C(=O)CSc1nnc(Nc2ccccc2F)s1)c1ccccc1	-6%
CCOC(=O)c1cnc2c(C(F)(F)F)cccc2c1Nc1cccc(C(=O)OC)c1	?
COc1cc(NC(=O)Cn2c(=O)n(Cc3ccccc3Cl)c(=O)c3cc(OC)c(OC)cc32)cc(OC)c1	?
CN(C)CC1(O)CCC2(CCN(C(=O)c3ccccc3)CC2)CC1	-2%
COc1cc(F)ccc1CN1CCCC12Cc1ccccc1CNC2=O (configuration not stated)	0%[115 µM]
S=C1NC2(CCCCC2)NN1c1ccc(Cl)cc1	?
O=C(Cn1c(=O)nc(-c2ccccc2)c2cc(Cl)ccc21)NCCc1ccccc1	0%
COc1ccc(C(=O)/C=C/c2cc(C)ccc2C)cc1OC	11%
CCOc1cccc(CNCc2cccnc2)c1OCc1ccc(C)cc1	7%
Cc1cc(Cl)ccc1NS(=O)(=O)c1c(C(=O)N2CCC(C)CC2)c(C)n(C)c1C	-17%
CN1CCN(c2ccc(-c3cc4c(ccn4C)c(C(=O)NCc4cnccn4)n3)cc2)CC1	?
OC[C@H](O)[C@H](O)[C@@H](O)[C@@H](O)[C@@H]1SC(c2ccccc2)=NN1c1ccccc1	16%
SMILES	KDM5B inhibitor
CCSc1nc(=O)c2c(n1C)NC(=O)CC2c1ccc(O)cc1OC (configuration not stated)	?
COC(=O)c1ccc(CNS(=O)(=O)c2ccc3ccccc3c2)cc1	14%
COc1cccc(CC(=O)N[C@@H]2CCC[C@@H](C(=O)NCc3cc(F)cc(F)c3)CC(=O)N(C)C2)c1	9%
COCCNC(=O)NCCc1noc(C)n1	-21%
Cc1cc(C(=O)N2C[C@@H](COCC3CC3)[C@H](c3ccncc3)C2)on1	17%
Cn1c(=O)[nH]c(=O)c2c1nc(SCC(=O)Nc1ccccc1)n2CCCc1ccccc1	12%
O=C(Nc1ccccc1)N1CCn2c(nn(-c3ccc([N+](=O)[O-])cc3)c2=O)C1	2%
COc1cc(NC(=O)c2cnn(-c3cccc(F)c3)c2C2CCNCC2)cc(OC)c1OC	-20%
CN(C)CCOC(=O)C12CC3CCC(CC(C3)C1)C2	11%
COc1ccc(N2CC3=C(C2=O)C(c2ccc(O)c(OC)c2)NC(=O)N3C)cc1 (configuration not stated)	-29%
CC1CCc2onc(C(=O)N3CCN(c4cccc(Cl)c4)CC3)c2C1 (configuration not stated)	3%
CCN1c2cc(C(=O)N3CCN(c4ccc(OC)cc4)CC3)ccc2C(=O)N2CCCCC21 (configuration not stated)	?
CC(C)NS(=O)(=O)c1ccc2c(c1)nc(-c1ccc(-c3ccn[nH]3)o1)n2C(C)C	i
Cc1ccc(C)c(NC(=O)c2nn(C)c3c2CS(=O)(=O)c2ccccc2-3)c1	0%
CC1=C[C@@H](CN2CCN(c3cnccn3)CC2)[C@H](C(C)C)C[C@H]1Cc1nnc(-c2cccnc2)o1	32µM*
Cc1ccc(-c2nnn(CCC(=O)Nc3sc4c(c3C#N)CCCC4)n2)cc1	18%
COCc1nc(C2CC(N)C2)cc(N2CCC(Cn3cccn3)CC2)n1 (configuration not stated)	-16%
COc1ccc(NC(=O)c2cccc3c2CCN3C(=O)Nc2ccc(F)cc2)cc1	-1%
Cc1nnc2ccc(N3CCC(C(=O)Nc4ccc5c(c4)OCO5)CC3)nn12	14%

Of the compounds above, these contain a cyano group.
SMILES	KDM5B inhibitor
N#C/C(=C/c1cccc(O)c1)C(=O)Nc1ccc(N2CCOCC2)cc1	-19%
N#C/C(=C/c1ccc(OC(F)F)cc1)C(N)=S	?
Cc1ccc(-c2nnn(CCC(=O)Nc3sc4c(c3C#N)CCCC4)n2)cc1	18%

Bioassay records deposited in PubChem BioAssay by National Center for Advancing Translational Sciences (NCATS).

Only part of the results is shown; the hit share may differ from the screen's.
